# Screening results: PubChem BioAssay, several laboratories
# VHR inh abs: VHR1 phosphatase inhibitors, primary screen, biochemical, absorbance, uHTS; inhibition, % at 13.3 µM; recombinant VHR phosphatase, pNPP absorbance; 290,000 compounds, 0.52% hits; Dual specificity protein phosphatase 3 (Homo sapiens), P51452; in the data active = inhibition above about 50%; also: some compounds called inactive have numbers as strong as hits
# Target sequence (P51452 whole entry, looked up): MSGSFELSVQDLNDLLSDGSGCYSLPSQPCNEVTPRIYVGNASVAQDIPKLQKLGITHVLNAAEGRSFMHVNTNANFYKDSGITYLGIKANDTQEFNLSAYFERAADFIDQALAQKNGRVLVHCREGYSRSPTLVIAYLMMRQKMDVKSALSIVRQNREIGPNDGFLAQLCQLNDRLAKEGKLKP
# SSB-PriA inh: inhibitors of Klebsiella pneumoniae PriA binding to SSB C-terminal tail, primary screen, biochemical, AlphaScreen; PriA–SSB C-terminal tail interaction (Klebsiella pneumoniae); AlphaScreen SSBct-PriA binding, biotinylated peptide; inhibition, % at 33 µM; 430,000 compounds, 0.6% hits; in the data active = inhibition mostly above about 37%, no sharp cut-off; inactive = mostly below about 20%;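 also: plate controls were negative control peptide for no effect and reference peptide for full effect; strong numbers were not always called active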
# Y pestis TopoI: Yersinia pestis topoisomerase I inhibitors, primary screen, biochemical, cleavage product accumulation, plate reader, single point. activity, % at 10 µM. Y. pestis Topo-I cleavage product accumulation. DNA topoisomerase I (Yersinia pestis CO92). 360,000 compounds, 0.064% hits; in the data active = activity above about 50%, passing the limit was not always enough; also: inactives centre near 2
# SARS 3CLpro inh: SARS-CoV 3CLpro protease inhibitors, primary screen, biochemical, quenched FRET; Replicase polyprotein 1ab (Severe acute respiratory syndrome coronavirus), P0C6X7; recombinant SARS-CoV 3CLpro, quenched FRET peptide cleavage; inhibition, % at 6 µM; 290,000 compounds, 0.14% hits; AID 1706, 2009; in the data active = inhibition above about 12%
# TcdB GH inh: TcdB glycohydrolase inhibitors, primary screen, biochemical, single point, plate reader; TcdB glycohydrolase enzymatic assay; inhibition, % at 9.99 µM; 350,000 compounds, 0.24% hits; in the data active = inhibition above about 10%
# Rv3671c protease: Rv3671c serine protease inhibitors, primary screen, biochemical, fluorescence polarization, M. tuberculosis H37Rv; inhibition, % at 5.96 µM; AID 2606, 2010; 320,000 compounds, 0.048% hits; in the data active = inhibition above about 38%;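 also: extracellular domain of Rv3671c used as enzyme; 0% = enzyme with DMSO and 100% = no enzyme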
# Target sequence (P9WHR9 whole entry, looked up, the tested form may be a part): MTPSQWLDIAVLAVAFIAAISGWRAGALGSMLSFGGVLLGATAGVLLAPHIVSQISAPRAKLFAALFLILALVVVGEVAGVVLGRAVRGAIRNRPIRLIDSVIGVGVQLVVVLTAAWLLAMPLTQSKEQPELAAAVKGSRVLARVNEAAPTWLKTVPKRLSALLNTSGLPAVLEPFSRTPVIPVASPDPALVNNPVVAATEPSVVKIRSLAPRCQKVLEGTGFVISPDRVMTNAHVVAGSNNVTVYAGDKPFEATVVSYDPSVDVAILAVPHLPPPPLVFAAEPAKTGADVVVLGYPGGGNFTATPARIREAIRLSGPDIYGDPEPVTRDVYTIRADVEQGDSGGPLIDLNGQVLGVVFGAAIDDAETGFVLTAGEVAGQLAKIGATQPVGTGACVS
# MazF activator: activators of E. coli MazEF toxin-antitoxin RNase, primary screen, biochemical, fluorescence, uHTS; 350,000 compounds, 0.32% hits; AID 504720, 2011; activation, % at 20 µM; FAM/BHQ RNA-DNA oligo cleavage fluorescence, 5 h; Endoribonuclease toxin MazF (Escherichia coli (strain K12)), P0AE70; in the data active = activation above about 50%
# Target sequence (P0AE70 whole entry, looked up): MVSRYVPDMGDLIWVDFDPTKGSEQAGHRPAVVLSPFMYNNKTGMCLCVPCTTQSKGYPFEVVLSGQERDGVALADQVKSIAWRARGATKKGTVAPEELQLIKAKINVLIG
# Anthrax LF inh2: Bacillus anthracis LF protease inhibitors, primary screen, biochemical, multiplex microsphere, MLPCN library | multiplex microsphere protease cleavage assay | 360,000 compounds, 0.12% hits | AID 588501, 2011 | inhibition, % at 10 µM | Lethal factor (Bacillus anthracis), P15917; in the data active = inhibition above about 30%; also: plate controls were buffer without enzyme for full effect and enzyme alone for no effect
# BH1578 lux ind: inducers of Vibrio cholerae quorum light production without autoinducers, primary screen, BH1578 luxS cqsA deficient, single point; V. cholerae BH1578 lux reporter, luminescence, 6 h; activation, % at 18.7 µM; 350,000 compounds, 0.16% hits; in the data active = activation mostly above about 9.7%, no sharp cut-off; also: not every result past the cut was called active; inactives centre near 0; reference of the scale not given here
# PfHsp40 yeast: rescue of yeast from PfHsp40 toxicity, primary screen, S. cerevisiae, ATP luminescence | S. cerevisiae expressing PfHsp40, growth rescue | growth rescue, % at 12.5 µM | 340,000 compounds, 0.68% hits; in the data active = growth rescue above about 28%, passing the limit was not always enough;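 also: yeast W303a lacking pdr1 and pdr3 grown in galactose medium; growth measured after three days at 30 °C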
# * marks the source's active call; other numbers are inactive results; i = inactive; nt = no result given; & = joins results of further samples. An excerpt; count on the stated rates, not on these rows.
# Sequence of screens: VHR inh abs	SSB-PriA inh	Y pestis TopoI	SARS 3CLpro inh	TcdB GH inh	Rv3671c protease	MazF activator	Anthrax LF inh2	BH1578 lux ind	PfHsp40 yeast
CC(C)CC[n+]1ccn(C2=C([O-])c3ccccc3C(=O)/C2=N\S(=O)(=O)c2ccccc2)c1
    13	nt	5	6	nt	-54	5	-1	-0.8	13
COc1ccc(CN2C(=O)C(CC(=O)NCc3cccc4ccccc34)CC(C(=O)N3CCOCC3)=C2C)cc1 (stereo not drawn)
    nt	nt	20	nt	2.3	nt	6	2	-0.2	nt
Cc1cc(C(=O)O)c(CCCN)s1
    10	-3	-3	1	nt	0	-2	-3	i	-1.2
COc1cc(C#N)ccc1OCC(=O)NCc1cccs1
    -17	-15	8	-4	0.4	4	-3	-6	-0.5	1.0
Cc1cc(SCC(=O)N2CCCC2=O)nc2ccccc12
    nt	-7	-3	nt	-8.4	-9	-6	-8	1.0	0.4
CCc1ccccc1OCC(=O)Nc1nc(-c2cccnc2)cs1
    4	6	15	1	1.6	-9	4	5	i	237*
COc1ccc(C(=O)N2CC(c3ccc(Cl)cc3)CC2=O)cc1 (stereo not drawn)
    nt	1	-6	nt	-1.6	-3	-3	nt	-0.4	nt
COc1cc(C(=O)Nc2cc(C)cc(C)c2)c(-n2cnnn2)cc1OC
    24	-4	-1	0	2.3	-3	9	-1	-0.3	-0.2
O=C(/C=C/c1ccccc1)N1CCN(c2ccc([N+](=O)[O-])c(N3CCOCC3)c2)CC1
    14	-11	33	-4	nt	9	11	3	-2.0	6.4
COc1ccc(Nc2ncc(C(=O)N3CCN(c4ccccc4OC)CC3)c3ccccc23)cc1
    34	4	-2	-3	nt	7	8	10	-0.3	1.0
COc1cc(C)nc(Oc2ccc(OCCOc3ccccc3)nn2)n1
    4	0	1	2	0.2	3	50	0	2.2	-1.0
CCCOC(=O)c1ccc(O)c(OC)c1
    0	7	-2	-4	0.7	-10	1	-5	-0.8	-0.9
O=C1[C@H]2[C@@H](c3ccc(C(F)(F)F)cc3)N[C@]3(CCCN(Cc4ccc(Cl)cc4)C3=O)[C@H]2C(=O)N1Cc1ccccc1
    nt	nt	0	nt	3.4	nt	-1	0	0.0	nt
COC(=O)c1ccc(/C=N\NC(=O)CC(=O)NCCc2ccccc2)cc1
    19	nt	-5	3	2.0	-2	10	-2	i	-0.2
COc1cc(/C=C/c2nc3ccccc3c(=O)[nH]2)cc(Cl)c1O
    58*	-10	-4	-2	0.7	-4	-23	-3	-0.3	-0.2
CC(=O)Oc1ccc(/C=C2/C(=O)N(c3ccccc3)N=C2C)cc1
    4	-3	-6	1	0.2	-163	3	-23	-2.0	0.4
Cc1nn(CC(=O)NC(C)C(C)C)c(C)c1S(=O)(=O)N1CCCCC1 (stereo not drawn)
    nt	7	0	nt	1.3	nt	1	nt	-0.5	1.3
CC(C)c1ccc(NC2CCCN(C(=O)c3cnn(C(C)C)c3)C2)cc1 (stereo not drawn)
    14	0	11	-3	-0.2	3	4	2	i	0.5
Cc1cccc(N2CCN(C(=O)c3ccccc3NC(=O)C3=CSCCO3)CC2C)c1 (stereo not drawn)
    -2	9	24	0	0.1	1	2	-1	-0.4	2.1
COCCN(CC(=O)Nc1cccc(C)c1C)C(=O)c1cc(-c2cccs2)nn1-c1ccccc1
    nt	-2	28	nt	0.1	-5	-1	-3	i	1.0
Cc1ccccc1OCC(=O)NN1CCN(C)CC1
    22	-4	-2	2	1.4	10	2	-2	-0.4	0.4
COc1ccc(Cn2c(C)c(C)c(C#N)c2NC(=O)Nc2cccc(C)c2)cc1
    38	-5	14	4	nt	-23	0	-2	-0.9	-0.7
N#CCCN(Cc1ccccc1)C(=O)CCC(=O)c1ccc(F)cc1
    nt	nt	14	nt	0.4	nt	2	-1	i	nt
Cc1ccccc1-n1c(-c2csc(C)c2C)n[nH]c1=S
    -5	-6	-4	1	nt	-3	-4	-1	-0.2	3.8
C#CCN1C=CC(=O)[C@@H](O)[C@H]1c1ccccc1Br
    nt	-4	3	nt	0.9	nt	1	-9	i	-1.4
CC(=O)c1cccc(-n2c(CCC(=O)O)ccc2-c2ccccc2)c1
    -3	4	-3	3	0.8	2	-6	6	i	-1.2
C[C@@H]1CN([C@@H](C)CO)C(=O)c2cc(NC(=O)Nc3ccc4c(c3)OCO4)ccc2O[C@H]1CN(C)S(=O)(=O)c1ccc(F)cc1
    nt	13	10	nt	-1.5&1.2	4	-3	-4	0.6	0.2
O=C(NC(=S)Nc1ccccc1N1CCCCC1)c1ccc(F)cc1Cl
    14	4	-6	5	-0.4	-15	-2	-1	i	0.2
O=C1C=C(c2cccc(OCc3ccccc3)c2)C[C@@H](c2ccc3c(c2)OCO3)C1
    nt	-22	30	nt	0.0	-12	-14	0	i	-0.2
COc1cnc(SCCC(F)=C(F)F)[nH]c1=O
    26	5	-2	-2	1.3	-14	-7	2	0.3	-0.6
Cc1cccc2c(N=O)c(O)n(CCc3ccccc3)c12
    -5	9	22	3	1.2	-69	10	0	0.9	-2.4
COc1cc(OC)c(N(C)S(=O)(=O)c2cccc(C(=O)NC3=NCCS3)c2)cc1Cl
    -14	0	-1	5	-0.2	4	3	0	-0.7	-0.2
O=C1Nc2cc(C(=O)N3CCOCC3)ccc2S/C1=C\c1ccccc1
    -5	-5	43	2	-10	3	-8	2	0.0	-1.0
CCc1cccc(OCC(=O)Nc2ccc(C)c(S(=O)(=O)N3CCCCCC3)c2)c1
    nt	-24	26	nt	0.3	-53	2	nt	-1.7	-0.8
Cc1cc(Cl)ccc1OCCCC(=O)N/N=C/c1cccc([N+](=O)[O-])c1
    -1	nt	5	1	nt	-15	9	-2	i	0.8
C=CC[C@@H](CC(=O)N[C@@H](CO)Cc1ccccc1)C(=O)NCCOC(=O)[C@@H](CC=C)CC(=O)OC(C)(C)C
    nt	-1	14	nt	0.8	-4	0	-1	-0.8	0.7
CCOC(=O)C1CCN(CC(O)COC(CC)c2ccccc2)CC1 (stereo not drawn)
    4	0&-2	-2	1	-1.0	0	2	-2	-0.4	0.5
CCN(Cc1ccccc1)S(=O)(=O)c1ccc(S(=O)(=O)N2CCN(CCC#N)CC2)cc1
    15	-9	-1	0	1.5	0	5	-9	-0.2	-0.8
Cc1ccc(Nc2cc(C)nc(-c3ccccc3)n2)cc1
    -11	-8	9	1	0.8	8	1	10	0.4	3.6
COc1ccc(NC(=O)NC2CCCc3ccccc32)cc1OC (stereo not drawn)
    18	8	1	-3	-0.2	-5	1	-1	i	0.1
O=C(OC1CSc2nc3ccccc3n2C1)c1ccco1 (stereo not drawn)
    19	3	-7	-3	nt	0	7	-5	i	2.1
CC(O)(c1ccccc1)c1nc(-c2csc3ccccc23)cs1 (stereo not drawn)
    nt	nt	-8	nt	0.1	nt	nt	-1	-0.7	nt
COCCNC(=O)C1(C)CCCN(C(=O)c2cnc3ccccc3n2)C1 (stereo not drawn)
    nt	nt	4	nt	-3.5	nt	nt	-1	1.2	nt
COc1ccc(CNC(=O)COC(=O)CCc2c[nH]c3ccccc23)cc1
    20	-6	-4	2	2.9	-2	-5	-1	-0.2	-1.1
Cc1ccc(-c2n[nH]c(=O)c3ccccc23)cc1S(=O)(=O)NCCN1CCOCC1
    13	-13	7	6	nt	5	2	1	-0.3	0.3

# An excerpt from above in order of molecular weight, lowest first:
# Sequence of screens: VHR inh abs	SSB-PriA inh	Y pestis TopoI	SARS 3CLpro inh	TcdB GH inh	Rv3671c protease	MazF activator	Anthrax LF inh2	BH1578 lux ind	PfHsp40 yeast
Cc1cccc2c(N=O)c(O)n(CCc3ccccc3)c12
    -5	9	22	3	1.2	-69	10	0	0.9	-2.4
CC(O)(c1ccccc1)c1nc(-c2csc3ccccc23)cs1 (stereo not drawn)
    nt	nt	-8	nt	0.1	nt	nt	-1	-0.7	nt
CCOC(=O)C1CCN(CC(O)COC(CC)c2ccccc2)CC1 (stereo not drawn)
    4	0&-2	-2	1	-1.0	0	2	-2	-0.4	0.5
COCCNC(=O)C1(C)CCCN(C(=O)c2cnc3ccccc3n2)C1 (stereo not drawn)
    nt	nt	4	nt	-3.5	nt	nt	-1	1.2	nt
COc1ccc(CNC(=O)COC(=O)CCc2c[nH]c3ccccc23)cc1
    20	-6	-4	2	2.9	-2	-5	-1	-0.2	-1.1
COc1cc(OC)c(N(C)S(=O)(=O)c2cccc(C(=O)NC3=NCCS3)c2)cc1Cl
    -14	0	-1	5	-0.2	4	3	0	-0.7	-0.2
CCN(Cc1ccccc1)S(=O)(=O)c1ccc(S(=O)(=O)N2CCN(CCC#N)CC2)cc1
    15	-9	-1	0	1.5	0	5	-9	-0.2	-0.8
C=CC[C@@H](CC(=O)N[C@@H](CO)Cc1ccccc1)C(=O)NCCOC(=O)[C@@H](CC=C)CC(=O)OC(C)(C)C
    nt	-1	14	nt	0.8	-4	0	-1	-0.8	0.7

# The listing continues.
# Sequence of screens: VHR inh abs	SSB-PriA inh	Y pestis TopoI	SARS 3CLpro inh	TcdB GH inh	Rv3671c protease	MazF activator	Anthrax LF inh2	BH1578 lux ind	PfHsp40 yeast
COc1ccc(S(=O)(=O)c2c(O)c3ccc(C(=O)Nc4ccccc4F)cc3[nH]c2=O)cc1
    -22	-3	-6	10	0.8	3	-12	-5	0.5	-0.6
Cc1n[nH]c(=O)c2c(NC(=O)CSc3cc(Cl)ccc3Cl)oc(C)c12
    nt	-1	5	nt	0.8	-7	-4	2	-5.7	-2.8
COc1ccccc1NC(=O)Nc1ccc2c(c1)OCCO2
    5	17	-4	3	nt	3	-1	-4	i	-1.4
CC(=O)Nc1cc(NC(C)=O)c(CC(C)C)s1
    -1	-6	6	-7	nt	4	-9	-1	-6.7	-1.9
O=C(CN1C(=O)c2ccccc2C1=O)Nc1nc(-c2cccc([N+](=O)[O-])c2)cs1
    14	nt	nt	0	1.5	1	nt	nt	nt	nt
Cc1cccc(N2CCN(c3ccc(C(N)=O)cc3[N+](=O)[O-])CC2)c1C
    1	-8	2	0	0.3	-2	-5	5	-1.8	-1.1
CSCCC(NC(=O)C12CC3CC(CC(C3)C1)C2)C(=O)OCC(=O)c1ccc(C)cc1 (stereo not drawn)
    1	-10	-6	-3	-4.7	-3	-10	-1	-0.8	-0.7
c1ccc(-n2ncc3c(NCC4CCCO4)ncnc32)cc1 (stereo not drawn)
    -1	-6	-9	1	nt	4	0	1	i	0.1
COc1ccc(/C=C/C(=O)OCC(=O)Nc2ccc(S(N)(=O)=O)cc2)cc1OC
    -15	8	-16	-2	-1.4	-3	7	-8	-0.3	-1.5
Cc1[nH]c2ccccc2c1/C=N/NC(=O)c1cc(-c2ccccc2)n[nH]1
    17	nt	-27	-4	-1.4	21	23	nt	-0.8	2.7
COc1ccc(NC(=O)CCOc2ccccc2)cc1
    10	12&-16	-7	2	nt	1	7	2	i	-0.5
O=C(COc1ccccc1Cl)NCCNC(=O)c1cccnc1
    33	-4	5	-12	0.7	-12	2	-1	-0.9	-0.2
